# Screening data: PubChem, several laboratories
# NFkB transloc pot = enhances IL-1B driven NFkB nuclear translocation | HUVEC IL-1B NFkB p65 nuclear translocation imaging | AID 819 | 94,000 compounds, 0.3% hits | activation, % at 2 µM;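 active = activation above 40%, about the mean plus 3 SD, also judged a hit on visual image review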;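 note: percent activation is computed from the nuclear over cytoplasmic p65 intensity ratio; values of inactives mirror those of a sister screen read the other way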
# NFkB transloc inh = blocks IL-1B driven NFkB nuclear translocation in HUVEC cells. 94,000 compounds, 0.43% hits. HUVEC IL-1B NFkB p65 nuclear translocation imaging. inhibition, % at 2 µM;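 active = inhibition above about 30% together with a positive call from visual inspection of the well image, limit read from the data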;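 note: nuclear over cytoplasmic p65 intensity ratio measured by imaging; 0% = IL-1B stimulated DMSO wells and 100% = unstimulated DMSO wells; values of inactives mirror those of a sister screen read the other way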
# MRP reversal = compounds reversing MRP-mediated drug resistance; H69AR cells + 2 uM doxorubicin, CellTiter-Glo, 72 h; differential viability (reversal), % at 10 µM; 85,000 compounds, 0.04% hits;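 active = viability drop by adding the cancer drug above about 55%, with treated viability meeting a 40% cutoff, limit read from the data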;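 note: viability without doxorubicin minus viability with 2 µM doxorubicin for each compound; larger differential means the compound sensitizes cells more to doxorubicin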
# PLAP inhibitors HTS = inhibition of human placental alkaline phosphatase – biochemical, luminescence, HTS (AID 690); purified PLAP, luminescent substrate; higher % means a stronger effect; one-dose inhibition, % at 20 µM; IC50 in µM for titrated hits; 96,000 compounds, 0.08% hits; in the data active = a potency from the dose series; inactive = the rest, 99 in 100 with inhibition below about 30%; note: strong numbers were not always called active
# Bcl-B displacement = displacers of TR3 peptide from Bcl-B, primary screen, selectivity assay for Bfl-1 inhibitor project, biochemical, fluorescence polarization | FP displacement of FITC-TR3 peptide from Bcl-B; higher % means a stronger effect | displacement, % at 20 µM; hits with a dose series show IC50 in µM | 96,000 compounds, 0.11% hits;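 active = displacement above 50% at 20 µM plus a fluorescence interference ratio under 1.5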;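 note: plate controls were wells without compound for no effect and wells lacking Bcl-B protein for full effect; a part of the inactive calls stands beside numbers as strong as those of hits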
# MRP reversal cytotoxicity = further read-out of MRP reversal, marked with its call; viability, %; H69AR cells, CellTiter-Glo, 72 h; measured here: cytotoxicity without doxorubicin
# MRP reversal with doxorubicin = second read-out of MRP reversal, no call of its own (marks repeat the call); viability, %; measured here: viability with 2 uM doxorubicin; stronger effect = lower value
# NFkB transloc inh cell count 2 µM = recorded beside NFkB transloc inh, whose call it bears; cell count; measured here: cells passing quality filter;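 raw number of nuclei counted in each imaged well without normalization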
# NFkB transloc pot cell count 2 µM = also measured in NFkB transloc pot; calls as there; cell count; measured here: cells passing quality filter
# * marks the source's active call; other numbers are inactive results; nt = no result given. An excerpt. The share of hits here may be higher or lower than overall.
SMILES,NFkB transloc pot,NFkB transloc pot cell count 2 µM,NFkB transloc inh,NFkB transloc inh cell count 2 µM,MRP reversal,MRP reversal cytotoxicity,MRP reversal with doxorubicin,PLAP inhibitors HTS,Bcl-B displacement
O=C(Nc1ccccc1N1CCN(C(=O)c2ccccc2)CC1)c1cc(Br)ccc1Cl,-5,141,5,141,0,58,58,-23%,8%
O=C(CN1C(=O)c2ccccc2S1(=O)=O)NCc1cccnc1,5,105,-4,105,nt,nt,nt,-13%,7%
COc1nc(N(C)C)nc(N(OC)S(=O)(=O)c2ccccc2Cl)n1,nt,nt,nt,nt,9,83,74,-65%,-7%
CCOC(=O)c1cc2c(=O)n3ccccc3nc2n(CC2CCCO2)c1=NC(C)=O (configuration not stated),14,155,-14,155,3,77,74,-3%,1%
Cc1nn(-c2cccc(Cl)c2)c2c1C(c1ccncc1)C(C#N)=C(N)O2 (configuration not stated),-5,127,4,127,5,100,95,-3%,-10%
Clc1ccc(Cl)c(Oc2ccc(Oc3nc(Cl)ccc3Cl)cc2)n1,4,194,-4,194,0,91,91,40%,22%
Cc1ccc(C(=O)Nc2ccccc2-c2ccccc2)cc1[N+](=O)[O-],-7,176,7,176,nt,nt,nt,-4%,-9%
CCN(CC)CCCn1c(C)cc2c(c1=O)C(c1cccc(Cl)c1)C(C#N)=C(N)O2 (configuration not stated),1,99,-1,99,-5,87,93,nt,1%
Cc1ccsc1-c1nc(CSCC(=O)N2CCN(c3ccccc3)CC2)c(C)o1,-13,165,13,165,-4,92,96,-61%,-4%
Cc1ccc(-n2c(SCC(=O)Nc3ccc4c(c3)OCO4)nnc2-c2cccs2)cc1,-1,176,1,176,-1,9,10,-6%,6%
COc1ccc(NC(=O)c2ccc(CNc3c(NC4CCCCC4)c(=O)c3=O)cc2)c(OC)c1,15,182,-15,182,nt,nt,nt,0%,12%
COc1ccc(C(=O)n2nc(C)c(Br)c2C)cc1,-7,159,7,159,18,91,74,-7%,-2%
COc1cccc(-c2nc(CSCC(=O)NCC3CCCO3)c(C)o2)c1 (configuration not stated),-8,91,8,91,0,88,88,4%,-10%
O=C(Cc1ccccc1)Nc1ccccc1C(=O)O,0,149,0,149,-2,101,103,-32%,5%
CSCC[C@H](NC(=O)OC(C)(C)C)c1nnc(SCC(=O)Nc2ccc(C)cc2C)o1,-11,87,11,87,15,87,72,-34%,-15%
O=C(c1cc(-c2ccc(Cl)cc2)on1)N1CCOCC1,30,143,-30,143,nt,nt,nt,-9%,-12%
NC(=O)C[C@@H]1N[C@]2(C(=O)Nc3ccccc32)[C@@H]2C(=O)N(c3cc(C(F)(F)F)ccc3Cl)C(=O)[C@H]12,-25,98,26,98,-9,88,98,-64%,-6%
Cn1c(CCc2ccccc2)nnc1SCC(=O)N1CCOCC1,3,92,-3,92,19,107,89,nt,nt
COn1c(-c2ccccc2)nc2c1CCc1nonc1-2,1,181,-1,181,9,87,77,-3%,4%
CCOC(=O)CNC(=O)CSc1nnc(-c2ccccc2OC)n1CC,12,145,-12,145,3,93,90,-10%,3%
O=C(Nc1ccc(F)c(F)c1)c1ccc(F)c(S(=O)(=O)N2CCOCC2)c1,28,201,-28,201,-20,48,69,4%,-16%
CCOC(=O)Cc1csc(NC(=O)c2cccnc2)n1,8,153,-8,153,nt,nt,nt,-9%,-1%
Cc1cc2oc(=O)cc(CSc3nnc(C)n3N)c2cc1C(C)C,1,137,-1,137,-1,77,78,10%,2%
NC(=O)c1ccccc1-c1nc(-c2ccccc2)no1,nt,nt,nt,nt,1,91,90,19%,0%
c1ccc(-c2csc(N3CCOCC3)n2)cc1,8,142,-8,142,27,105,78,9%,5%
# Additional results
SMILES,NFkB transloc pot,NFkB transloc pot cell count 2 µM,NFkB transloc inh,NFkB transloc inh cell count 2 µM,MRP reversal,MRP reversal cytotoxicity,MRP reversal with doxorubicin,PLAP inhibitors HTS,Bcl-B displacement
O=C1CN(C(=O)COC(=O)C2CC(=O)N(Cc3ccco3)C2)c2ccccc2N1 (configuration not stated),nt,nt,nt,nt,3,88,84,2%,-1%
COc1ccc(N(C(=O)c2cccnc2)S(=O)(=O)c2ccc3c(c2)n(C)c(=O)n3C)cc1,5,76,-5,76,11,101,90,13%,8%
CCCC1=C(C(=O)OCC)C(c2ccc(F)cc2)n2ncnc2N1 (configuration not stated),9,178,-10,178,nt,nt,nt,6%,4%
O=C(c1ccccc1)N1CCN(c2ccc([N+](=O)[O-])c(NCc3ccco3)c2)CC1,-4,122,4,122,nt,nt,nt,4%,9%
Cc1cnn(C(=O)c2oc3ccccc3c2C)c1,4,114,-4,114,-1,101,102,-1%,-5%
COc1ccc(C(=O)Cn2c(N3CCOCC3)nc3c2c(=O)n(C)c(=O)n3C)cc1,nt,nt,nt,nt,14,90,76,0%,6%
CC(C)c1ccc(SCc2noc(C(=O)NCC3CCCO3)c2C(=O)O)cc1 (configuration not stated),3,114,-3,114,nt,nt,nt,-25%,-7%
CC(C)n1cc(NC(=O)C2CC(c3cccc(Br)c3)=NO2)cn1 (configuration not stated),-3,145,3,145,8,87,79,2%,4%
O=C(Nc1cnc2ccccc2c1)c1cccc(-n2cnnn2)c1,0,169,0,169,-4,74,78,-18%,-10%
O=[N+]([O-])c1cccc(-c2nc(-c3ccccc3)c(-c3cccs3)[nH]2)c1,-8,145,8,145,nt,nt,nt,12%,-2%
CCOC(=O)C1=C(c2ccccc2)Nc2ncnn2C1c1ccccn1 (configuration not stated),3,133,-3,133,-1,90,91,-34%,0%
COc1cc2c(cc1NC(=O)c1ccncc1)oc1ccccc12,-2,163,2,163,-6,48,54,-10%,-5%
Cc1cc(Cl)ccc1OCC(=O)NC1CCCC1,14,183,-14,183,29,95,66,-56%,-15%
O=C(c1ccc(C#CC2(O)CCCCC2)cc1)N1CCOCC1,-6,153,6,153,3,94,90,-9%,-3%
O=C(CSCc1ccc(Cl)cc1)Nc1nccs1,-3,179,3,179,9,107,98,5%,2%
O=C(NCCc1ccc(Cl)cc1)Nc1cccc(Cl)c1,13,142,-13,142,nt,nt,nt,28%,-7%
CCOC(=O)c1nn(-c2cccc(Cl)c2)c2nc(CC(C)C)c(C#N)c(=O)n12,26,144,-26,144,-11,56,67,nt,nt
O=C1C(NS(=O)(=O)c2cccs2)=C(N2CCN(c3ccccc3)CC2)C(=O)c2ccccc21,10,179,-10,179,-6,63,68,-30%,5%
Cn1c(=O)oc2cc(S(=O)(=O)N3CCN(C(=O)c4ccco4)CC3)ccc21,19,128,-19,128,4,89,86,nt,nt
O=C(NC1CCCC1)c1nc2c(nnn2Cc2ccccc2Cl)c(=O)[nH]1,9,143,-9,143,nt,nt,nt,-73%,21%
O=C(Nc1ccccc1)N1CCCC2CCCCC21 (configuration not stated),9,181,-9,181,23,109,86,-8%,-3%
CC(C)Sc1nc2sc(-c3ccccc3)cc2c(=O)n1N,-3,185,3,185,nt,nt,nt,-5%,-1%
CCOC(=O)CN1C(=O)COc2ccc(Cl)cc21,-7,92,7,92,-2,91,93,15%,2%
CCOc1cc(/C=N\O)cc(Cl)c1OCC,5,158,-5,158,-2,74,76,nt,nt
COc1cccc(-c2csc(N3CCN(S(=O)(=O)c4ccc(F)cc4)CC3)n2)c1,nt,nt,nt,nt,9,91,82,-37%,-11%

# Among those listed so far, 3 contain bromine:
SMILES,NFkB transloc pot,NFkB transloc pot cell count 2 µM,NFkB transloc inh,NFkB transloc inh cell count 2 µM,MRP reversal,MRP reversal cytotoxicity,MRP reversal with doxorubicin,PLAP inhibitors HTS,Bcl-B displacement
O=C(Nc1ccccc1N1CCN(C(=O)c2ccccc2)CC1)c1cc(Br)ccc1Cl,-5,141,5,141,0,58,58,-23%,8%
COc1ccc(C(=O)n2nc(C)c(Br)c2C)cc1,-7,159,7,159,18,91,74,-7%,-2%
CC(C)n1cc(NC(=O)C2CC(c3cccc(Br)c3)=NO2)cn1 (configuration not stated),-3,145,3,145,8,87,79,2%,4%

# The listing continues.
SMILES,NFkB transloc pot,NFkB transloc pot cell count 2 µM,NFkB transloc inh,NFkB transloc inh cell count 2 µM,MRP reversal,MRP reversal cytotoxicity,MRP reversal with doxorubicin,PLAP inhibitors HTS,Bcl-B displacement
N#CC(C(=O)NCCc1ccccc1)c1nc2ccccc2nc1N1CCOCC1 (configuration not stated),3,125,-2,125,18,85,66,-25%,-64%
COc1ccc(OC)c(C(=O)N2CCC(C(=O)c3ccc(F)cc3)CC2)c1,8,72,-8,72,-1,78,79,nt,nt
Clc1ccc2c(c1)C(N1CCNCC1)Cc1ccccc1S2 (configuration not stated),11,127,-10,127,0,2,2,nt,nt
O=C(c1sc2ccccc2c1Cl)N(Cc1ccco1)C1CCS(=O)(=O)C1 (configuration not stated),-9,39,9,39,-17,102,119,-53%,7%
CC(C)(C)C1=Nn2c(nnc2C2CCCCC2)SC1,1,138,-1,138,-4,95,99,-47%,-6%
CCO/C=C1/C(=O)N(C)C(=O)c2cc(OC)ccc21,11,201,-11,201,nt,nt,nt,2%,4%
O=C(Nc1c(F)cc(F)cc1Br)c1cc(-c2ccc(O)cc2)on1,11,83,-11,83,-9,96,105,13%,-14%
Cc1nc(N2CCN(c3ccccc3)CC2)[nH]c(=O)c1Cc1ccccc1,nt,nt,nt,nt,-12,86,98,15%,0%
Cc1cccc(CC(=O)Nc2cc(C)c3c(=O)oc4ccccc4c3n2)c1,7,61,-7,61,-1,12,13,-11%,-4%
COc1ccc(OC)c(C2C(C#N)=C(N)Oc3cc(N)ccc32)c1 (configuration not stated),nt,nt,nt,nt,nt,nt,nt,-32%,-12%
NC(=O)CCN(Cc1ccccc1)S(=O)(=O)c1ccccc1,-1,103,1,103,-14,91,105,9%,-2%
Cc1c(C(=O)NCCc2ccccc2)oc2ccc(S(=O)(=O)N3CCOCC3)cc12,nt,nt,nt,nt,-15,69,83,3%,2%
Cc1ccc(CNS(=O)(=O)N(C)C)cc1,4,139,-4,139,-1,107,108,15%,-3%
Cc1cc2nc(CCN3CCOCC3)n(S(=O)(=O)c3ccc(C(C)(C)C)cc3)c2cc1C,5,104,-5,104,-15,85,100,nt,nt
CCC1CCCCN1Cc1ccc(CNS(=O)(=O)c2ccc3c(c2)oc(=O)n3C)o1 (configuration not stated),nt,nt,nt,nt,7,97,90,-32%,-4%
Cc1nc2sc(C(c3ccccc3)N3CCN(c4ccccc4F)CC3)c(O)n2n1 (configuration not stated),-25,131,25,131,4,102,98,-60%,2%
O=C(Nc1ccccc1F)c1cc2nc(C(F)F)cc(C(F)F)n2n1,21,123,-21,123,14,88,74,nt,nt
Cc1nn2c(NCCOCCO)c3c(nc2c1-c1ccccc1)CCCC3,9,168,-9,168,-20,47,67,-19%,0%
CCC(CC)NC(=O)Cc1ccccc1OC,3,170,-3,170,-3,87,90,19%,0%
O=C(Nc1ncccc1Cl)c1cccc(F)c1,11,178,-11,178,0,87,86,21%,-3%
Cc1nn(-c2ccccc2)c(Cl)c1C(=O)NCC(C)C,-9,176,9,176,-3,89,92,-7%,-3%
CCOC(=O)CSc1nnc(CNC(=O)c2ccc(OC)cc2OC)n1-c1ccc(OC)cc1,-14,102,14,102,3,100,97,-25%,-6%
O=C(O)C1(P(=O)(c2ccccc2)c2ccccc2)CCC1,nt,nt,nt,nt,7,94,87,-31%,7%
Cc1cc(Nc2ccccc2)nn1C(=O)c1ccc(Cl)cc1,22,165,-22,165,11,89,79,-9%,1%
Cc1nc2cc(C(=O)O)ccc2s1,-5,162,5,162,-2,99,101,12%,-2%
# (cont.)
SMILES,NFkB transloc pot,NFkB transloc pot cell count 2 µM,NFkB transloc inh,NFkB transloc inh cell count 2 µM,MRP reversal,MRP reversal cytotoxicity,MRP reversal with doxorubicin,PLAP inhibitors HTS,Bcl-B displacement
C(=N\n1cnnc1)/c1ccc(-c2ccccc2)cc1,nt,nt,nt,nt,4,91,87,4%,5%
CCCCN(CC)CCNC(=O)c1[nH]c(C)c(C(C)=O)c1C,-6,38,-7,118,16,101,84,-1%,1%
CCOc1ccc(-n2cc(C(=O)Nc3ccc(Cl)cn3)c3cc(OC)c(OC)cc3c2=O)cc1,11,189,-11,189,2,77,74,-11%,-41%
CCOc1ccc2c(c1)C(C)=CC(C)(C)N2C(=O)Nc1ccccc1,15,152,-15,152,9,89,80,13%,8%
CCCCOC(=O)Nc1ccccc1C(N)=O,nt,nt,nt,nt,-2,87,89,6%,0%
CCCC(=O)C1C(=O)CC(CC(C)SCC)CC1=O (configuration not stated),-6,158,6,158,9,90,81,-11%,23%
